Assay outcomes as filed in PubChem.
SENP1 inh: inhibitors of human SENP1 SUMO protease catalytic domain. Q9P0U3. AID 624204. recombinant SENP1 catalytic domain, CyPet-SUMO1-YPet FRET cleavage. inhibition, % at 10 µM. 0.21% of 360,000 active;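 active = inhibition at least 30% at 10 µM, raw YFP signal under a set limit, fluorescence ratio 0.5 to 1.5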;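 note: 0% = enzyme with DMSO and 100% = no enzyme wells; some results filed as inactive read as strong as hits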
Target sequence (Q9P0U3 419-644 limits assumed): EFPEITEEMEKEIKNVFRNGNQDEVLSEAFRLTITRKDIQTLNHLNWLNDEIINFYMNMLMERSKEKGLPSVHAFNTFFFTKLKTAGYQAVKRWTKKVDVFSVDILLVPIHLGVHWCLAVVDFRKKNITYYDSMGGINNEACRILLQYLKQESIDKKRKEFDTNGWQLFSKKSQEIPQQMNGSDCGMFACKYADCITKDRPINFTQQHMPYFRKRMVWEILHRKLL
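Material: hSENP1 catalytic domain, recombinant; medium: Tris pH 8 with BME, BSA, NP40 and catalase; compound: single concentration of 10 µM compound, 0.5% DMSO final; technique: FRET read of cyan and yellow fluorescence; timing: 50 min enzyme reaction, room temperature, light-protected; reagent: SFCypet-SUMO1-SFYpet substrate at 25 nM; control set: no-enzyme low, enzyme-DMSO high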
mIAP inh: blocks mouse intestinal alkaline phosphatase; 0.2% of 330,000 active; purified mouse IAP, CDP-Star luminescence, 30 min; inhibition, % at 10 µM;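 active = inhibition of at least 40% at 10 µM in the primary screen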;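 note: plate controls were DMSO with enzyme for no effect and no enzyme wells for full effect; values of inactives mirror those of a sister screen read the other way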
mIAP act: increases mouse intestinal alkaline phosphatase activity; muIAP, CDP-Star luminescence, 30 min; active compounds read high; 1 = vehicle-only enzyme signal, 0 = enzyme-free wells; activation factor at 10 µM; 0.24% of 330,000 active; AID 2805;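 active = activation factor of at least 2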; note: the source names both 10 and 20 µM as test concentration; values of inactives mirror those of a sister screen read the other way
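Assay system: mouse IAP enzyme; Reagent: CDP-Star chemiluminescent phosphatase substrate; Compound: DMSO-dissolved test compounds; Incubation: 30 min, room temperature; Technique: luminescence from enzymatic CDP-Star hydrolysis; Controls: DMSO-only wells and no-enzyme negative control.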
hIAP activ: human IAP activation. purified human IAP, CDP-Star luminescence, 30 min; active compounds read high; 1 = vehicle-only enzyme, 0 = enzyme-free background. P09923. activation factor at 10 µM. 0.16% of 330,000 active;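 active = activation factor of the enzyme at least 2-fold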; note: the source names both 10 and 20 µM as test concentration; values of inactives mirror those of a sister screen read the other way
Target sequence (P09923 whole entry, looked up): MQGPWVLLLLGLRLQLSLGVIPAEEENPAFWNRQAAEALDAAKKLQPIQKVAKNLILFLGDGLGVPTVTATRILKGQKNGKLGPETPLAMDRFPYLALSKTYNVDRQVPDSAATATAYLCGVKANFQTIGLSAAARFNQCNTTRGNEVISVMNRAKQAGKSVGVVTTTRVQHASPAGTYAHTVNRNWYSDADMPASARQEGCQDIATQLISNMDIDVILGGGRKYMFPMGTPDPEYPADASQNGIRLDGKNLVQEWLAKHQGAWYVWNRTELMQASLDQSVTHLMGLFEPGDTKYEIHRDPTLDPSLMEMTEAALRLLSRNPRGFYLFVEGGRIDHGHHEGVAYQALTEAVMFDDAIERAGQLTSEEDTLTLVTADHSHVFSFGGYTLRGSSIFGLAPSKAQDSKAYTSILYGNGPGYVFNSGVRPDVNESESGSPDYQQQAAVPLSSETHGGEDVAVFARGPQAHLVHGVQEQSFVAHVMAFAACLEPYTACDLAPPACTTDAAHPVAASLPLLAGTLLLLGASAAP
hIAP block: blocks human intestinal alkaline phosphatase. purified IAP, CDP-Star luminescence, 30 min. inhibition, % at 10 µM. 0.12% of 330,000 active;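 active = inhibition reaching a set limit with compound at 10 µM in the primary screen, cut at about 35% in these data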;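 note: plate controls were DMSO wells with enzyme for no effect and no-enzyme buffer wells for full effect; values of inactives mirror those of a sister screen read the other way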
NALP3 yeast inh: inhibitors of NALP3 inflammasome in yeast. Yeast reconstituted NLRP3/ASC/caspase-1, beta-gal luminescence, 24 h. AID 2825. inhibition, % at 10 µM. 0.39% of 330,000 active;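 active = inhibition of 50% or more; inactive = inhibition below 50%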;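 note: plate controls were induced DMSO wells for no effect and uninduced yeast grown without galactose for full effect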
APOBEC3G inh: inhibitors of human APOBEC3G DNA deaminase; Q9HC16; 0.28% of 330,000 active; inhibition, % at 20 µM; recombinant A3G, ssDNA deamination FAM/TAMRA fluorescence; AID 493012;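 active = inhibition of at least 40% at 20 µM, with no more than 30% in the related APOBEC3A deaminase screen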;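 note: plate controls were DMSO wells with A3G for no effect and wells lacking A3G enzyme for full effect; some compounds called inactive have numbers as strong as hits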
APOBEC3A inh: inhibitors of human APOBEC3A DNA deaminase; P31941; recombinant A3A, FAM/TAMRA ssDNA deamination fluorescence; inhibition, % at 20 µM; 0.41% of 330,000 active; AID 493011;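 active = at least 40% inhibition at 20 µM here, with at most 30% in a related deaminase screen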;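 note: plate controls were A3A with DMSO for no effect and wells lacking A3A enzyme for full effect; some results filed as inactive read as strong as hits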
Target sequence (P31941 whole entry, looked up): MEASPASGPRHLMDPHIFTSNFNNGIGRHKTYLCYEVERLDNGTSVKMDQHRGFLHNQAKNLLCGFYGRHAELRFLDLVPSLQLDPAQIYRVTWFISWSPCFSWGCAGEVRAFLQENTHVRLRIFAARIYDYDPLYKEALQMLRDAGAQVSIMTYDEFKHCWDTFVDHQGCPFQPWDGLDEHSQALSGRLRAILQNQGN
beta cell repl: induces beta-cell replication in MIN6 cells | MIN6 cells proliferation, ATPlite luminescence, 48 h; cells starved in 0.2% serum; 100% = growth in 10% serum | proliferation, % at 10 µM | 0.29% of 330,000 active;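 active = compounds whose signal lies at least 3.5 SD above the mean of all wells on their plate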;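 note: 0% = DMSO-treated cells in low-serum medium and 100% = 10% serum control; some compounds called inactive have numbers as strong as hits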
* hit, by the source's call; . = no result given; & = joins results of further samples.

SMILES | SENP1 inh | mIAP inh | mIAP act | hIAP activ | hIAP block | NALP3 yeast inh | APOBEC3G inh | APOBEC3A inh | beta cell repl
Cc1ccc(OCC(=O)Nc2ccc(C)c(S(=O)(=O)N3CCCCCC3)c2)c([N+](=O)[O-])n1 | 1 | 21 | 0.79 | 0.99 | 1 | 10 | 0 | 3 | -3
CSc1nnc(C)c(=O)n1COC(=O)COc1ccccc1C | 3 | -5 | 1.1 | 1.1 | -7 | 6 | -4 | -3 | 1
CCOc1ccccc1N1CC(C(=O)N2CCc3ccccc32)CC1=O (configuration not stated) | -1 | 5 | 0.95 | 1 | -4 | 0 | -12 | -4 | 2
Cc1ccc(N(CC(=O)NC2CCCCC2C)S(=O)(=O)c2c(C)nn(C)c2C)cc1 (configuration not stated) | 1 | -8 | 1.1 | 1.2 | -16 | 9 | -3 | -1 | -1
Cc1cc(NC(=O)c2noc3c2CCCC3)nn1Cc1ccc(Cl)cc1 | 2 | 3 | 0.97 | 1.1 | -7 | 16 | -1 | 3 | -1
Cc1cccn2c(=O)nc(SCC(=O)N3CC(C)OC(C)C3)nc12 (configuration not stated) | 3 | 5 | 0.95 | 0.99 | 1 | -5 | -7 | -1 | -1
NS(=O)(=O)c1ccc(CCNC(=O)c2cc([N+](=O)[O-])ccc2N2CCOCC2)cc1 | 0 | 0 | 1 | 1 | 0 | 2 | -1 | -2 | 5
CCN1C(=O)[C@H]2[C@@H](c3ccc(-c4ccc(F)cc4)c(OC)c3)N[C@@](CC(C)C)(C(=O)OC)[C@H]2C1=O | . | 2 | 0.98 | 0.91 | 9 | 2 | 2 | -1 | -7
C[C@H]1CN(Cc2ccccc2)C(=O)[C@@H]1CC(=O)NCc1ccccc1 | 2 | -9 | 1.1 | 1 | -1 | 4 | -12 | -2 | -6
CCOC(=O)C(C(=O)OCC)C1CS(=O)(=O)CC1C(C(=O)OCC)C(=O)OCC (configuration not stated) | 2 | 1 | 0.99 | 0.91 | 9 | 1 | -2 | -1 | -3
CCCCn1c(C2CCCCC2)nc2cc3[nH]c(=O)c(C(C)C)nc3cc21 | -36 | 15 | 0.85 | 0.97 | 3 | 0 | -8 | -3 | -7
O=C(O)c1ccccc1C(=O)c1cccc2ccccc12 | 0 | 6 | 0.94 | 0.84 | 16 | 9 | -4 | 0 | -1
CC(=O)c1cc(C#N)c(N2CCCCC2)nc1C | 0 | 8 | 0.92 | 0.91 | 9 | 0 | -3 | -1 | 6
CCOC(=O)N1CCC(NC(=O)C2CCN(C(=O)N3CCOc4ccccc43)CC2)CC1 | 4 | 2 | 0.98 | 0.9 | 10 | 1 | -3 | -1 | -3
Cc1ccccc1NS(=O)(=O)c1ccc(C(=O)N2CCN(c3ccccc3O)CC2)cc1 | 2 | 11 | 0.89 | 0.98 | 2 | 1 | -3 | -4 | -2
Cc1noc(C)c1COc1ccc(C(=O)OCC(=O)c2ccc3c(c2)OCCO3)cc1 | 0 | 5 | 0.95 | 0.91 | 9 | -1 | -2 | -1 | -1
Fc1ccc(-c2nc(-c3cccs3)no2)cc1 | 1 | 12 | 0.88 | 0.81 | 19 | -1 | -3 | -4 | 1
CCCCCCC1CCC(C(=O)N2CCOCC2)CC1 (configuration not stated) | 0 | -2 | 1 | 0.95 | 5 | 48 | -7 | 0 | 1
Clc1ccc2[nH]c3c(NCCN4CCOCC4)ncnc3c2c1 | -4 | -19 | 1.2 | 0.93 | 8 | 13 | -2 | 0 | 0
COc1ccc(-c2nn3c(-c4ccccn4)nnc3s2)cc1OC | 1 | 2 | 0.98 | 1.3 | -26 | 16 | -7 | 1 | 1
Cc1ccc(N2C(=O)CC(N3CCN(S(=O)(=O)c4ccccc4)CC3)C2=O)c(C)c1 (configuration not stated) | 2 | 5 | 0.95 | 0.9 | 10 | 16 | -9 | -1 | 2
O=C(OCC(=O)N1CCN(C(=O)c2ccco2)CC1)c1ccccc1C(=O)c1ccc(Cl)cc1 | 1 | 4 | 0.96 | 1.2 | -18 | -5 | 1 | 3 | -2
CC1(C)NC(=O)N(CC(=O)N2CCN(c3cccc(C(F)(F)F)c3)CC2)C1=O | 1 | 1 | 0.99 | 1.1 | -7 | 11 | -8 | 6 | -2
C1CN(CC23CC4CC(CC(C4)C2)C3)CCO1 | 2 | 2 | 0.98 | 1 | -4 | 12 | 1 | 12 | -3
CCCSc1ncccc1C(=O)O | 0 | -2 | 1 | 1.3 | -26 | 10 | -3 | 1 | -4

Retrieved one by one from above:
SMILES | SENP1 inh | mIAP inh | mIAP act | hIAP activ | hIAP block | NALP3 yeast inh | APOBEC3G inh | APOBEC3A inh | beta cell repl
CCN1C(=O)[C@H]2[C@@H](c3ccc(-c4ccc(F)cc4)c(OC)c3)N[C@@](CC(C)C)(C(=O)OC)[C@H]2C1=O | . | 2 | 0.98 | 0.91 | 9 | 2 | 2 | -1 | -7
Fc1ccc(-c2nc(-c3cccs3)no2)cc1 | 1 | 12 | 0.88 | 0.81 | 19 | -1 | -3 | -4 | 1
CSc1nnc(C)c(=O)n1COC(=O)COc1ccccc1C | 3 | -5 | 1.1 | 1.1 | -7 | 6 | -4 | -3 | 1
Cc1ccc(N2C(=O)CC(N3CCN(S(=O)(=O)c4ccccc4)CC3)C2=O)c(C)c1 (configuration not stated) | 2 | 5 | 0.95 | 0.9 | 10 | 16 | -9 | -1 | 2
C[C@H]1CN(Cc2ccccc2)C(=O)[C@@H]1CC(=O)NCc1ccccc1 | 2 | -9 | 1.1 | 1 | -1 | 4 | -12 | -2 | -6
Cc1cc(NC(=O)c2noc3c2CCCC3)nn1Cc1ccc(Cl)cc1 | 2 | 3 | 0.97 | 1.1 | -7 | 16 | -1 | 3 | -1

The listing picks up, repeating the 2 entries before the break.
SMILES | SENP1 inh | mIAP inh | mIAP act | hIAP activ | hIAP block | NALP3 yeast inh | APOBEC3G inh | APOBEC3A inh | beta cell repl
C1CN(CC23CC4CC(CC(C4)C2)C3)CCO1 | 2 | 2 | 0.98 | 1 | -4 | 12 | 1 | 12 | -3
CCCSc1ncccc1C(=O)O | 0 | -2 | 1 | 1.3 | -26 | 10 | -3 | 1 | -4
COC(=O)c1c(NC(=O)CN2CCN(c3ccccc3Cl)CC2)sc(C)c1C | 1 | 14 | 0.86 | 1 | -1 | -16 | -5 | 0 | -4
COC(=O)[C@H](C)NC(=O)NC1CCN(Cc2ccccc2)CC1 | 1 | 2 | 0.98 | 0.97 | 3 | 7 | -3 | 0 | -1
Cc1cc(C)cc(NC(=O)Nc2ccc(-n3ccc(C(F)(F)F)n3)cc2)c1 | 2 | -288 | 3.9* | 1.2 | -16 | 15 | 4 | 3 | -4
Cc1cc(C)cc(C(=O)NCC(=O)OCc2cc([N+](=O)[O-])cc3c2OCOC3)c1 | 1 | 4 | 0.96 | 0.69 | 31 | -1 | -6 | 0 | -2
COc1cccc(C2=NOC(C(=O)NCc3cccnc3)C2)c1 (configuration not stated) | -1 | -3 | 1 | 1.1 | -14 | 7 | -4 | -2 | -2
Cc1ccc(NC(=O)C2C3C=CC4(O3)C2C(=O)N(CCCN2CCCC(C)C2)C4C(=O)NC2CCCCC2)cc1 (configuration not stated) | 1 | -2 | 1 | 1.1 | -9 | 7 | -6 | -4 | 0
COc1ccc(N=C(N(C)C)P(=O)(N(C)C)N(C)C)cc1 | 0&1 | -6 | 1.1 | 1.1 | -10 | -5 | -3 | -3 | 0
O=C(CCn1ccc2cc(S(=O)(=O)N3CCCC3)ccc21)NCc1cccc(F)c1 | 0 | 3 | 0.97 | 1.2 | -18 | -3 | -2 | 0 | -3
O=C(NN1CCOCC1)c1cccc(Cl)c1 | 1 | 2 | 0.98 | 1.3 | -30 | 9 | -1 | -1 | 0
O=C(NNC(=O)c1cnccc1C(F)(F)F)c1ccc(Cl)cc1 | 1 | -9 | 1.1 | 1 | -4 | -15 | -6 | -3 | -2
CCOC(=O)Nc1ccc2c(c1)nc(CN1CCOCC1)n2C | -2 | -1 | 1 | 1.1 | -6 | -10 | -6 | -5 | -1
CN(CC(=O)Nc1ccc(F)cc1)C(=O)COC(=O)/C=C/c1cccs1 | 3 | 2 | 0.98 | 0.96 | 4 | 9 | -3 | 0 | -1
CC/C(=N\NC(=O)c1nnn(-c2nonc2N)c1CN(C)c1ccccc1)c1ccccc1 | 3 | 14 | 0.87 | 1.3 | -33 | 3 | -4 | -4 | -2
CC(NC(=O)CSc1ncnc2nc[nH]c12)c1ccccc1 (configuration not stated) | 1 | -2 | 1 | 1.1 | -10 | 0 | -9 | -1 | -2
Oc1ccccc1CNc1ncc(Br)cc1Br | 2 | -8 | 1.1 | 1 | 0 | 35 | 0 | 1 | 1
CC(C)(O)C(=O)NNC(=S)Nc1ccc(F)c(Cl)c1 | 4 | 25 | 0.75 | 1.6 | -61 | 9 | -4 | -1 | 0
Cc1ccc([N+](=O)[O-])c2c1C(N1CCCC1)C(C)(C)O2 (configuration not stated) | -1 | -9 | 1.1 | 1.1 | -10 | 14 | 0 | 6 | -4
O=C1CC(C(=O)NCc2ccccc2)C2(CCCC2)O1 (configuration not stated) | 2 | 4 | 0.96 | 0.97 | 3 | 25 | -4 | -2 | 2
Cc1ccc(S(=O)(=O)NCC(=O)OCC(=O)N2CCc3ccccc32)cc1 | -1 | 5 | 0.95 | 0.96 | 4 | 3 | -6 | -4 | 0
CC1(C)CC(=O)C2=C(C1)N(CCN1CCOCC1)C1=C(C(=O)CC(C)(C)C1)C2c1cccc(Cl)c1 | -23 | -18 | 1.2 | 1.1 | -6 | 8 | -1 | 0 | -1
COCC(=O)NCCc1nc(-c2ccccc2)cs1 | 1 | 1 | 0.99 | 0.95 | 5 | 19 | -3 | -2 | -2
CCCn1nc(C(=O)Nc2ccc3nc(N4CCOCC4)sc3c2)ccc1=O | 0 | -1 | 1 | 1 | 0 | -3 | -6 | 17 | -3
O=C(COC(=O)c1ccccc1Br)Nc1nnc(-c2ccccc2)o1 | 0 | 7 | 0.93 | 1.3 | -26 | -3 | -2 | 0 | -6
O=c1[nH]c2ccccc2n1CCCSc1cnc2ccccc2n1 | -1 | -5 | 1 | 0.95 | 5 | 17 | -1 | 1 | 4
O=C1NN(c2cccc(Br)c2)C(=O)/C1=C/c1ccc(-c2cc([N+](=O)[O-])ccc2O)o1 | 4 | 45* | 0.55 | 0.65 | 35 | 21 | 16 | 28 | -4
CC(C)(C)c1ccc(-c2nnc(SCCN3C(=O)c4ccccc4C3=O)o2)cc1 | -2 | 0 | 0.99 | 1.4 | -36 | 11 | -7 | -4 | -3
COc1ccc(C2=NCCNC(C(F)(F)F)=C2)cc1 | 2 | 1 | 0.99 | 1.2 | -20 | 18 | -8 | -8 | -4

A portion of the library; rates above refer to the full screens.
